C1s inh = human complement C1s inhibition. P09871. purified C1s, fluorogenic AMC substrate, pooled mixtures. mean inhibition % of two 10-compound mixtures (stronger effect = higher value), % at 5 µM (by protocol). 62,000 compounds, 0.16% hits. AID 538;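 active means inhibition above 20% in each of the two 10-compound mixture wells holding the compound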;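 further: 0% = enzyme wells lacking compound mixture and 100% = no-enzyme blank wells; some compounds called inactive have numbers as strong as hits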
CatS block = inhibitors of human cathepsin S; P25774; recombinant cathepsin S, AMC dipeptide fluorescence, pooled mixtures; inhibition, %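 (tested at 5 µM per compound within 10-compound mixtures)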; 62,000 compounds, 0.06% hits; AID 501; in the data active means inhibition above about 32%, passing the limit was not always enough;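 further: 0% = enzyme without compound and 100% = blank without enzyme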
Target sequence (P25774 115-331 limits assumed): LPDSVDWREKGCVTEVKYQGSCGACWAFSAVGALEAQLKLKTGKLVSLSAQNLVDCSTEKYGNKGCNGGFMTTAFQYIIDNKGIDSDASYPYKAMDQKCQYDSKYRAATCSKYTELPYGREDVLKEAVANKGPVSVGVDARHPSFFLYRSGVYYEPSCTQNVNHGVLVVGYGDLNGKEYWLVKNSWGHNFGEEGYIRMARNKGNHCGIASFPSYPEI
Abs 340nm = absorbance at 340 nm | compound absorbance at 340 nm, fold over control | AID 708 | fold change at 10 µM | 65,000 tested, under 10 active;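 active means at 10 µM dose, initial 340 nm absorbance at least 2 fold that of control wells; inactive means change under 2 fold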;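 further: initial absorbance extrapolated from kinetic A340 decline of NADH oxidation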
CatB inh = inhibitors of human cathepsin B; purified cathepsin B, fluorogenic substrate, fluorescence; P07858; 63,000 compounds, 0.1% hits; inhibition, %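 (tested at 10 µM)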; in the data active means inhibition above about 21%;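 further: 0% = enzyme with no compound and 100% = no enzyme blank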
FXIIa mix inh = inhibitors of human coagulation factor XIIa, pooled mixtures. P00748. purified FXIIa, fluorogenic substrate. inhibition, % at 5 µM. 62,000 compounds, 0.2% hits. AID 684;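 further: 0% = enzyme without compound and 100% = no enzyme blank; some results filed as inactive read as strong as hits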
Target sequence (P00748 20-372 limits assumed): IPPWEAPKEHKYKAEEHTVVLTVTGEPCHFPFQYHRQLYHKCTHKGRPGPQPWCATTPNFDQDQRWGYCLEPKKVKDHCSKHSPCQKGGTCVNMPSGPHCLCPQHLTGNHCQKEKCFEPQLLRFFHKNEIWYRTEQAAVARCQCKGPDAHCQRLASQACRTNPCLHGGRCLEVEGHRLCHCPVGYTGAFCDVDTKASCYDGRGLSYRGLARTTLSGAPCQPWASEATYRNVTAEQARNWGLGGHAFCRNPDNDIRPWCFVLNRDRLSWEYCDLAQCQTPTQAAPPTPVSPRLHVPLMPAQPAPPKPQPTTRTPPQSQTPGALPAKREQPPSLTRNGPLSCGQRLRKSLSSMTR
Target sequence (P00748 373-615 limits assumed): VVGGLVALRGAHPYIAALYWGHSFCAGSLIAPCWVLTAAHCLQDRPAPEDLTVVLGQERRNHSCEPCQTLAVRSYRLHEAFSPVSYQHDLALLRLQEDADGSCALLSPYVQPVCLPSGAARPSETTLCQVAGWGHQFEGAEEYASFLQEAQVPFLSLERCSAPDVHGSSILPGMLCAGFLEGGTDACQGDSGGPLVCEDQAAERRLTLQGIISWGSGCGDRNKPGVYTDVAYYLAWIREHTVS
Cathepsin G inh = blocks human cathepsin G enzyme activity | purified enzyme, AMC-tetrapeptide fluorescence, pooled mixtures | P08311 | inhibition, % at 5 µM (by protocol) | 62,000 compounds, 0.2% hits;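 active means inhibition above 20% in each of the two mixture wells holding the compound; inactive means inhibition of 20% or less in either well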;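 further: 0% = enzyme control without mixture and 100% = blank lacking enzyme; strong numbers were not always called active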
Target sequence (P08311 21-244 limits assumed): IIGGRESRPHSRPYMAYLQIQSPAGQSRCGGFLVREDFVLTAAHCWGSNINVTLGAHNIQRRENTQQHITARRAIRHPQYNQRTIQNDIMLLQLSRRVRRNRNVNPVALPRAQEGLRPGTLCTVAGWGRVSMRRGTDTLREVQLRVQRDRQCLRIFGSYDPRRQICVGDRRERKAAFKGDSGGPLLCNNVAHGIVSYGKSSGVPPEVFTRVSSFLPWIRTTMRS
CatB mixtures = human cathepsin B inhibition by mixtures. Purified cathepsin B, AMC dipeptide fluorescence, compound mixtures. inhibition, %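 (ten-compound pools at 5 µM per compound and 50 µM total)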. 62,000 compounds, 0.06% hits. AID 488; in the data active means inhibition above about 22%, passing the limit was not always enough;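 further: 0% = enzyme without compound and 100% = no enzyme blank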
FXIa inh mix = factor XIa (human) inhibition, mixture screen; P03951; purified FXIa, fluorogenic substrate, pooled mixtures; inhibition, % at 5 µM; 62,000 compounds, 0.19% hits;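 further: each value is inhibition by a whole ten-compound pool holding the compound; 0% = enzyme with no mixture and 100% = wells lacking enzyme; strong numbers were not always called active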
CatL block = inhibitors of human cathepsin L; purified cathepsin L, fluorogenic substrate, fluorescence; inhibition, %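 (tested at 10 µM)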; 58,000 compounds, 0.17% hits; in the data active means inhibition above about 45%;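 further: 0% = enzyme with no compound and 100% = no enzyme blank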
* hit, by the source's call. Unless noted, no stated cut-off is given here; in the data, active means inhibition above about 20% (passing the limit was not always enough); inactive means the rest. Some of the compounds tested; count on the stated rates, not on these rows.

What do the screens show for `Cc1ccc(-c2nc(-c3cccnc3)no2)c(C)c1`?
C1s inh: 7; CatS block: 16; Abs 340nm: 1; CatB inh: 6; FXIIa mix inh: -22; Cathepsin G inh: 5; CatB mixtures: 3; FXIa inh mix: 3; CatL block: 2

What do the screens show for `O=C(CSC1CCCCC1)N1CCN(c2ccccc2)CC1`?
C1s inh: -18; CatS block: -6; Abs 340nm: 1; CatB inh: -4; FXIIa mix inh: 1; Cathepsin G inh: -4; CatB mixtures: -4; FXIa inh mix: 1; CatL block: -1

How did CCOC(=O)CCn1nc(-c2ccc(Cl)cc2)cc1N do in these assays?
C1s inh: 1; CatS block: 13; Abs 340nm: 0.98; CatB inh: 1; FXIIa mix inh: 2; Cathepsin G inh: 12; CatB mixtures: 0; FXIa inh mix: -2; CatL block: 5

What do the screens show for `C=C(Cl)COC(=O)[C@H]1C2C=CC(C2)C1C(=O)O` (stereo not given in full)?
C1s inh: -9; CatS block: 8; Abs 340nm: 0.99; CatB inh: 1; FXIIa mix inh: 5; Cathepsin G inh: -3; CatB mixtures: 2; FXIa inh mix: 1; CatL block: 1

What do the screens show for `C=CCn1c(SCC(=O)NCc2cccs2)nnc1C1CCCCC1`?
C1s inh: 20; CatS block: 4; Abs 340nm: 0.97; CatB inh: 1; FXIIa mix inh: 11; Cathepsin G inh: 20; CatB mixtures: 15; FXIa inh mix: 12; CatL block: 5

How did NC(=O)C1CCN(C(=O)CN2CCc3ccccc32)CC1 do in these assays?
C1s inh: 3; CatS block: -2; Abs 340nm: 1; CatB inh: 3; FXIIa mix inh: 1; Cathepsin G inh: 12; CatB mixtures: 2; FXIa inh mix: 1; CatL block: 0

How did CC(C)n1c(SCC(N)=O)nc2c1c(=O)[nH]c(=O)n2C do in these assays?
C1s inh: -23; CatS block: 11; Abs 340nm: 1; CatB inh: 1; FXIIa mix inh: 5; Cathepsin G inh: -15; CatB mixtures: 2; FXIa inh mix: 2; CatL block: 2

How did CCCn1c(SCC(=O)Nc2nnc(C)s2)nnc1-c1ccoc1C do in these assays?
C1s inh: 1; CatS block: 14; Abs 340nm: 1; CatB inh: -3; FXIIa mix inh: 12; Cathepsin G inh: 1; CatB mixtures: -3; FXIa inh mix: 6; CatL block: 3

How did CN(c1cccc(NC(=O)COc2ccccc2)c1)S(C)(=O)=O do in these assays?
C1s inh: -16; CatS block: 4; Abs 340nm: 0.99; CatB inh: 4; FXIIa mix inh: 3; Cathepsin G inh: -10; CatB mixtures: 2; FXIa inh mix: -5; CatL block: 2

What do the screens show for `O=C(O)CC(Cc1ccc(Br)cc1)C(=O)O` (stereo not given)?
C1s inh: 13; CatS block: -6; Abs 340nm: 1; CatB inh: 4; FXIIa mix inh: -1; Cathepsin G inh: 8; CatB mixtures: 3; FXIa inh mix: 6; CatL block: 7

How did N#C/C(=C(/O)COC(=O)c1ccc2c(c1)OCCO2)c1nc2ccccc2[nH]1 do in these assays?
C1s inh: -8; CatS block: -1; Abs 340nm: 1; CatB inh: -1; FXIIa mix inh: 8; Cathepsin G inh: -5; CatB mixtures: 0; FXIa inh mix: 4; CatL block: 0

Results for Cn1c(=O)oc2cc(S(=O)(=O)N3CCC(C(=O)N4CC=C(c5ccccc5)CC4)CC3)ccc21 ?
C1s inh: -16; CatS block: -4; Abs 340nm: 0.99; CatB inh: -4; FXIIa mix inh: 3; Cathepsin G inh: -2; CatB mixtures: 4; FXIa inh mix: 7

How did CC(NC(=O)c1cn(C)c2ccc(S(=O)(=O)N3CCCC3)cc2c1=O)c1ccc2c(c1)OCCO2 (stereo not given) do in these assays?
C1s inh: 13; CatS block: 6; Abs 340nm: 1; CatB inh: 3; FXIIa mix inh: 0; Cathepsin G inh: 9; CatB mixtures: 7; FXIa inh mix: 1; CatL block: 15

Results for CC(CCc1ccco1)NC(=O)Cn1ncc2c(=O)oc3ccccc3c21 (stereo not given) ?
C1s inh: 5; CatS block: 21; Abs 340nm: 1.1; CatB inh: 1; FXIIa mix inh: 8; Cathepsin G inh: 1; CatB mixtures: 6; FXIa inh mix: 8; CatL block: 19

How did Cc1cc(C(=O)CSc2nnnn2C)c(C)n1CCc1ccc(Cl)cc1 do in these assays?
C1s inh: 15; CatS block: 1; Abs 340nm: 1; CatB inh: 1; FXIIa mix inh: -1; Cathepsin G inh: 12; CatB mixtures: 4; FXIa inh mix: 7; CatL block: -1

How did COc1ccc2c(-c3cccnc3)cc(=O)[nH]c2c1 do in these assays?
C1s inh: -36; CatS block: 1; Abs 340nm: 1; CatB inh: 0; FXIIa mix inh: 5; Cathepsin G inh: -1; CatB mixtures: 5; FXIa inh mix: -5; CatL block: 4

What do the screens show for `O=C(CN1C(=O)NC2(CCCc3ccccc32)C1=O)N1CCc2ccccc2C1` (stereo not given)?
C1s inh: -4; CatS block: 9; Abs 340nm: 1; CatB inh: 7; FXIIa mix inh: 0; Cathepsin G inh: 1; CatB mixtures: 1; FXIa inh mix: 4; CatL block: 7

Results for Cc1ccsc1C(=O)Nc1ccc(C(=O)O)cc1 ?
C1s inh: 13; CatS block: 13; Abs 340nm: 1; CatB inh: 4; FXIIa mix inh: -3; Cathepsin G inh: 11; CatB mixtures: 5; FXIa inh mix: -6; CatL block: 10

Results for COc1ccc(C(NC(=O)c2ccco2)c2ccc(OC)c(OC)c2)cc1OC ?
C1s inh: -5; CatS block: -9; Abs 340nm: 1; CatB inh: -5; FXIIa mix inh: 5; Cathepsin G inh: 1; CatB mixtures: -5; FXIa inh mix: 7; CatL block: -3

Results for O=C(Nc1ccc(Cl)cn1)Nc1cccs1 ?
C1s inh: 8; CatS block: -5; Abs 340nm: 1; CatB inh: -1; FXIIa mix inh: 12; Cathepsin G inh: 9; CatB mixtures: 3; FXIa inh mix: 3; CatL block: 3

Reprinted at random: 2 records from the list
What do the screens show for `C=CCn1c(SCC(=O)NCc2cccs2)nnc1C1CCCCC1`?
C1s inh: 20; CatS block: 4; Abs 340nm: 0.97; CatB inh: 1; FXIIa mix inh: 11; Cathepsin G inh: 20; CatB mixtures: 15; FXIa inh mix: 12; CatL block: 5

Results for O=C(Nc1ccc(Cl)cn1)Nc1cccs1 ?
C1s inh: 8; CatS block: -5; Abs 340nm: 1; CatB inh: -1; FXIIa mix inh: 12; Cathepsin G inh: 9; CatB mixtures: 3; FXIa inh mix: 3; CatL block: 3

Further results.
What do the screens show for `COc1ccc(-c2csc3nc(C)n(-n4cccc4)c(=O)c23)cc1`?
C1s inh: 6; CatS block: 1; Abs 340nm: 1; CatB inh: 0; FXIIa mix inh: 12; Cathepsin G inh: 6; CatB mixtures: -4; FXIa inh mix: 0; CatL block: 11

Results for COc1cccc(C2CC(c3ccc(F)cc3)Nc3nc(N)nn32)c1 (stereo not given) ?
C1s inh: -23; CatS block: 17; Abs 340nm: 0.99; CatB inh: -4; FXIIa mix inh: 13; Cathepsin G inh: 2; CatB mixtures: -3; FXIa inh mix: 3; CatL block: 22

How did Cc1ccc(NS(=O)(=O)c2ccc(CCC(=O)N3CCOCC3)cc2)cc1 do in these assays?
C1s inh: -35; CatS block: -1; Abs 340nm: 1; CatB inh: -1; FXIIa mix inh: -22; Cathepsin G inh: -4; CatB mixtures: -5; FXIa inh mix: -4; CatL block: 13

Results for Cc1cccn2c(=O)c3cc(C#N)c(=O)n(Cc4cccnc4)c3nc12 ?
C1s inh: -59; CatS block: 0; Abs 340nm: 1; CatB inh: -11; FXIIa mix inh: 2; Cathepsin G inh: -8; CatB mixtures: -10; FXIa inh mix: -23; CatL block: inactive

What do the screens show for `Cc1cc2oc3c(c(=O)c2cc1C)C(c1cccc(Br)c1)N(Cc1ccco1)C3=O` (stereo not given)?
C1s inh: -23; CatS block: 1; Abs 340nm: 1.1; CatB inh: 8; FXIIa mix inh: 11; Cathepsin G inh: -11; CatB mixtures: 2; FXIa inh mix: 5; CatL block: 16

How did Nc1nnc(-c2ccco2)s1 do in these assays?
C1s inh: 2; CatS block: 3; Abs 340nm: 1; CatB inh: 0; FXIIa mix inh: 7; Cathepsin G inh: 3; CatB mixtures: 5; FXIa inh mix: 5; CatL block: 12

Results for COC(=O)c1ccc(C)c(N(CCO)CCO)c1 ?
C1s inh: 2; CatS block: 8; Abs 340nm: 1; CatB inh: -3; FXIIa mix inh: 3; Cathepsin G inh: -3; CatB mixtures: 1; FXIa inh mix: -7; CatL block: 2

How did C=CCNC(=O)c1ccccc1NC(=O)Nc1ccccc1 do in these assays?
C1s inh: 3; CatS block: 8; Abs 340nm: 1; CatB inh: 2; FXIIa mix inh: 17; Cathepsin G inh: 4; CatB mixtures: 2; FXIa inh mix: -4; CatL block: 8

What do the screens show for `COC(=O)c1ccccc1NC(=O)CSc1nc(N)cc(N)n1`?
C1s inh: 4; CatS block: -2; Abs 340nm: 1; CatB inh: 4; FXIIa mix inh: -13; Cathepsin G inh: 0; CatB mixtures: 0; FXIa inh mix: 5; CatL block: -1

How did CCCNS(=O)(=O)c1cccc2cccnc12 do in these assays?
C1s inh: 13; CatS block: 2; Abs 340nm: 1; CatB inh: 3; FXIIa mix inh: 11; Cathepsin G inh: 10; CatB mixtures: -3; FXIa inh mix: 2

In the list so far, these have an NH in an aromatic ring:
How did CC(C)n1c(SCC(N)=O)nc2c1c(=O)[nH]c(=O)n2C do in these assays?
C1s inh: -23; CatS block: 11; Abs 340nm: 1; CatB inh: 1; FXIIa mix inh: 5; Cathepsin G inh: -15; CatB mixtures: 2; FXIa inh mix: 2; CatL block: 2

How did N#C/C(=C(/O)COC(=O)c1ccc2c(c1)OCCO2)c1nc2ccccc2[nH]1 do in these assays?
C1s inh: -8; CatS block: -1; Abs 340nm: 1; CatB inh: -1; FXIIa mix inh: 8; Cathepsin G inh: -5; CatB mixtures: 0; FXIa inh mix: 4; CatL block: 0

How did COc1ccc2c(-c3cccnc3)cc(=O)[nH]c2c1 do in these assays?
C1s inh: -36; CatS block: 1; Abs 340nm: 1; CatB inh: 0; FXIIa mix inh: 5; Cathepsin G inh: -1; CatB mixtures: 5; FXIa inh mix: -5; CatL block: 4

Continuation:
How did CCn1c(=O)cc(OCC(=O)Nc2cccnc2)c2ccccc21 do in these assays?
C1s inh: -52; CatS block: 2; Abs 340nm: 1; CatB inh: -7; FXIIa mix inh: -12; Cathepsin G inh: -7; CatB mixtures: 2; FXIa inh mix: 2; CatL block: 20

Results for CC(C)C(c1nnnn1Cc1cccs1)N1CCN(c2ccccc2)CC1 (stereo not given) ?
C1s inh: -7; CatS block: 7; Abs 340nm: 1; CatB inh: -2; FXIIa mix inh: 9; Cathepsin G inh: -3; CatB mixtures: 5; FXIa inh mix: 12; CatL block: 2

How did CC1(C)Cc2c(sc3c2c(=N)n(Cc2ccco2)c(=O)n3Cc2ccc(Cl)cc2)CO1 do in these assays?
C1s inh: 7; CatS block: 4; Abs 340nm: 1; CatB inh: 5; FXIIa mix inh: 6; Cathepsin G inh: 10; CatB mixtures: 0; FXIa inh mix: 3; CatL block: 17

How did COc1cccc(CNC(=O)C2CCCN(S(C)(=O)=O)C2)c1 (stereo not given) do in these assays?
C1s inh: -2; CatS block: 14; Abs 340nm: 1; CatB inh: 8; FXIIa mix inh: 6; Cathepsin G inh: -3; CatB mixtures: 8; FXIa inh mix: 6; CatL block: -1

Results for OCC(CO)(CO)n1cnnn1 ?
C1s inh: -21; CatS block: 2; Abs 340nm: 1; CatB inh: -3; FXIIa mix inh: 0; Cathepsin G inh: -1; CatB mixtures: -1; FXIa inh mix: -1; CatL block: 14

How did COc1ccc(NC(=O)c2ccco2)cc1NC(=O)c1cc2ccccc2o1 do in these assays?
C1s inh: -6; CatS block: 18; Abs 340nm: 1.1; CatB inh: 0; FXIIa mix inh: 11; Cathepsin G inh: -2; CatB mixtures: 8; FXIa inh mix: 6; CatL block: 9
